Screening data (PubChem BioAssay)
EPAC1 antag: qHTS for Antagonist of cAMP-regulated guanine nucleotide exchange factor 3 (EPAC1): primary screen. Rap guanine nucleotide exchange factor 3 (Homo sapiens), O95398. EPAC1 GEF assay, Rap1b-BODIPY-GDP exchange fluorescence. Potency, µM (highest dose often 115 µM), inactives show top-dose activity change, negative = inhibition, hits mostly inhibitors. 0.14% of 360,000 active. AID 720709, 2013;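 also: potency is read from the fitted curve at half-maximal effect; plate controls were vehicle for no effect and positive control for full effect; nearly all actives have a fitted effect of over 50% in size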
WRN helicase inh: qHTS for Inhibitors of WRN Helicase; Bifunctional 3'-5' exonuclease/ATP-dependent helicase WRN (Homo sapiens), Q14191; WRN helicase unwinding, fluorescent forked duplex, kinetic; Potency, µM (titrated, usually from 114 µM), inactives show top-dose activity change, negative = inhibition, usual class: inhibitors; 0.46% of 360,000 active; also: potency is read from the fitted curve at half-maximal effect; % is scaled to controls: 0 for no effect and ±100 for the full control effect; nearly all actives have a fitted effect of over 55% in size
Target sequence (Q14191 whole entry, looked up): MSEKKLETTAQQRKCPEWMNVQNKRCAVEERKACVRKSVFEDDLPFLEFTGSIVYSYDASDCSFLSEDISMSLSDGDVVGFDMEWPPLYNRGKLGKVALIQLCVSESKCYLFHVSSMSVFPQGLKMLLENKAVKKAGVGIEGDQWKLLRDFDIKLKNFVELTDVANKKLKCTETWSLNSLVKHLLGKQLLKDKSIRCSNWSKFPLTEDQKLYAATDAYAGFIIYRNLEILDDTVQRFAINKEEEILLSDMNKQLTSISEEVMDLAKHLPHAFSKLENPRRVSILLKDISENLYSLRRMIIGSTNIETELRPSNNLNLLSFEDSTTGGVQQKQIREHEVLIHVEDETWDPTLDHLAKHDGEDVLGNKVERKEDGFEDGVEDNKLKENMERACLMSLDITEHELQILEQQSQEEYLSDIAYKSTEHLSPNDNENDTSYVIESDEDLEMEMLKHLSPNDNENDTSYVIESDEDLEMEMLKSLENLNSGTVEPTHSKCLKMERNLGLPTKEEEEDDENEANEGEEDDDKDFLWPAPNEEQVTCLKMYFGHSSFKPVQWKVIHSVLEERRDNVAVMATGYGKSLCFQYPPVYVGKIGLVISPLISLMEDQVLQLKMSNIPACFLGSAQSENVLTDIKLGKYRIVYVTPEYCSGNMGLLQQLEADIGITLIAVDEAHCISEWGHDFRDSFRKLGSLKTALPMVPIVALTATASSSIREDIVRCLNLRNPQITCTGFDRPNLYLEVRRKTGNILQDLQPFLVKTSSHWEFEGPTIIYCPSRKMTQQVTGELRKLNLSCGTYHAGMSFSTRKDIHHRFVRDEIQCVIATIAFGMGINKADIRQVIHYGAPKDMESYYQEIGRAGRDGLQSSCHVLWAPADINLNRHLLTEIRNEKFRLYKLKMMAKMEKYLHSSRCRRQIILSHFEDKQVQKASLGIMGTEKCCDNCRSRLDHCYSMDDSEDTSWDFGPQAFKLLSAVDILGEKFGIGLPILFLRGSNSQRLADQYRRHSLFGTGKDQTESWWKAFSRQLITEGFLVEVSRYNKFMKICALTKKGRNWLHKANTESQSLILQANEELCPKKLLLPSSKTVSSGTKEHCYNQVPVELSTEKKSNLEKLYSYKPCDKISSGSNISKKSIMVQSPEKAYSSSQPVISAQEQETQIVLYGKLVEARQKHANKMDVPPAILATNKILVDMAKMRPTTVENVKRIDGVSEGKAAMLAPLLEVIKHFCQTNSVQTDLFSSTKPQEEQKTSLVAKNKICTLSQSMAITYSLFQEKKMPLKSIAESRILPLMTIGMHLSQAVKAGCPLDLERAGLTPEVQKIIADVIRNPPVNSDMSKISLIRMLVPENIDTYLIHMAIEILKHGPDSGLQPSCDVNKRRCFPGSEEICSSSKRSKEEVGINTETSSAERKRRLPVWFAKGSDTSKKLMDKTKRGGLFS
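Enzyme (20 nM final) and test compound sit together 15 min at room temperature before substrate addition. Substrate is a single-forked duplex oligonucleotide (100 nM) labelled with fluorophore and quencher, with 2 mM ATP; helicase unwinding raises red fluorescence, read kinetically.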
FUS yeast rescue: qHTS for Suppressors of FUS Proteinopathy: Primary screen using FUS-linked yeast assay. AID 1347120, 2019. S. cerevisiae FUS-expressing, growth rescue, OD600, 24 h. 0.24% of 390,000 active. Potency, µM (titrated, usually from 76.6 µM), without a hit: at the highest dose growth rescue (activation), actives largely listed as activators;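 also: potency is read from the fitted curve at half-maximal effect; plate controls were DMSO vehicle for no effect and reference control for full effect; nearly all actives have a fitted effect of over 55% in size; some results filed as inactive show a strong effect at the top dose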
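Toxicity suppression screen in FUS-yeast. Cells induced with 2% galactose, starting OD 0.005, treated 24hr at 30C with compounds at multiple final concentrations; growth by OD600.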
EPAC1 ag: qHTS for Agonist of cAMP-regulated guanine nucleotide exchange factor 3 (EPAC1): primary screen. EPAC1 agonist qHTS, biochemical assay; response scale: 100% = response to 6.5 mM cAMP. Potency, µM (highest dose often 154 µM), for the others: at the top dose activation, most hits filed as activators. Rap guanine nucleotide exchange factor 3 (Homo sapiens), O95398. 0.073% of 360,000 active; also: potency is read from the fitted curve at half-maximal effect; nearly all actives have a fitted effect of over 60% in size
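Normalized to 6.5 mM cAMP, activity reflects EPAC1-catalysed release of BODIPY-GDP from Rap1B, followed kinetically over 30 min at 480 nm excitation, 540 nm emission. Reaction contained 100 nM EPAC1, 250 nM Rap1B-BODIPY-GDP, 50 uM GDP.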
Abeta rescue: qHTS for compounds that reverse cellular toxicity of Amyloid beta (A-beta) peptide in yeast: Primary Screen. yeast expressing A-beta42, growth rescue, OD600, 48 h; response scale: 0% DMSO, 100% iron-clioquinol control. Potency, µM (top dose mostly 46.1 µM), for inactives: at the top dose growth rescue, usual class: activators. 0.063% of 410,000 active; also: potency is read from the fitted curve at half-maximal effect; nearly all actives have a fitted effect of over 55% in size
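Growth rescue measured by 600 nm absorbance after 48 h yeast culture at 30 C with compound. Values normalized between DMSO and an equimolar ferric chloride plus clioquinol control.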
IL-2 act: qHTS of IL-2 Activators; IL-2 activation reporter assay, cell-based qHTS; stimulated with anti-CD3/CD4/CD28 beads; in transgenic mouse T cells; activation, % (series mostly up to about 46 µM); 0.065% of 360,000 active; AID 652025, 2013; in the data active = activation above about 50%; inconclusive = mostly about 30% to 49%; also: 0% is about no effect
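Readout is EGFP and DsRed signal by fluorescent plate cytometry after 18 h at 37 degrees C. Transgenic mouse T cells (750/well) received compound for 60 min before bead stimulation (anti-CD3, anti-CD4, anti-CD28); memory T cells served as non-tolerant control.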
PI5P4K alpha inh: qHTS for Inhibitors of phosphatidylinositol 5-phosphate 4-kinase (PI5P4K). Phosphatidylinositol 5-phosphate 4-kinase type-2 alpha (Homo sapiens), P48426. PI5P4Kalpha enzyme, ADP-Glo luminescence, 60 min; stronger effect = lower value. max response, %. 1.2% of 330,000 active; active = max response of -50% or lower; inconclusive = between -30% and -50%; inactive = -30% or higher; also: value at the top dose of about 77 µM; % is scaled to controls: 0 for no effect and ±100 for the full control effect
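PI5P4Kalpha ADP-Glo assay; 5 microM ATP final; 60 min RT reaction; HEPES pH 7.4/EGTA/CHAPS, 5% DMSO; controls lacking substrate or enzyme; luminescent end-point.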
PLK1 PBD inh: qHTS for Inhibitors of PLK1-PDB (polo-like kinase 1 - polo-box domain): Primary Screen; Plk1 PBD binding of FITC phosphopeptide, fluorescence polarization; 2.8% of 360,000 active; Serine/threonine-protein kinase PLK1 (Homo sapiens), P53350; Potency, µM, for inactives: max response, negative = inhibition, most hits filed as inhibitors; also: potency is read from the fitted curve at half-maximal effect; series mostly up to about 57 µM; % is scaled to controls: 0 for no effect and ±100 for the full control effect; nearly all actives have a fitted effect of over 65% in size
An asterisk follows results filed as active; ? = inconclusive; / = no result given; & = joins results of further samples; [ ] = remark or other dose. Unless noted, calls follow the shape of the dose curve; as a rule, active = well fitted curve in the direction sought with a large enough effect; inconclusive = small, poorly fitted or top-dose-only effect, or another doubt; inactive = no such curve, though single readings can be large; an effect the other way counts as inactive or inconclusive.

SMILES	EPAC1 antag	WRN helicase inh	FUS yeast rescue	EPAC1 ag	Abeta rescue	IL-2 act	PI5P4K alpha inh	PLK1 PBD inh
Cc1nc(N2CCOCC2)[nH]c(=O)c1CCC(C)C	-2%	2%	?	7%	3%	-1.8	/	-11%
Cc1ccc(CNC(=O)c2cn(C)c3ccc(S(=O)(=O)N4CCOCC4)cc3c2=O)cc1	7%	-5%	5%&11%	12%	-1%&-11%	-2.7	1	-5%
CN(C(=O)CSc1nnc(Cc2cccc3ccccc23)n1N)C1CCS(=O)(=O)C1 (stereo not given)	16%	2%	-4%	-8%	11%	0.5	-7	-5%
S=C(Nc1ccc(Oc2ccccc2)cc1)N1CCN(c2ccccn2)CC1	-5%	-1%	-1%	14%	0%	-2.1	-16	24µM*
COc1ccc(CCNC(=O)CCNS(=O)(=O)c2cccc(Cl)c2)cc1OC	?	7%	-20%	-1%	1%	-0.7	6	-14%
O=C(Nc1ccccc1)n1cc(-c2ccccn2)c(N2CCOCC2)n1	-20%	2%	-40%	6%	-1%	-1.8	12	-13%
Cc1sc(-c2ccncc2)nc1OC(=O)c1ccc(Cl)cc1	-18%	-31%	11%	3%	-34%[inhibitor]	0.1	12	-14%
COc1ccc(NC(=O)COc2ccc3c(c2)CCC3)cc1	5%	-5%	13%	10%	24%	1.7	5	4%
OC(c1ccc(-c2ccccc2)cc1)c1ncc(-c2ccccc2Cl)[nH]1 (stereo not given)	-15%	-11%	15%	-8%	-12%	0.5	8	1%
CC(C)N(C(=O)[C@H]1CC(CC(=O)NCCCN(C)C)C(=O)N2CCc3c([nH]c4ccccc34)[C@]12C)C(C)C (stereo not given in full)	-15%	-6%	-10%	-13%	-6%	-0.5	10	-5%
COc1ccc2oc(C(=O)OCC(=O)Nc3ccc(NC(C)=O)cc3)c(C)c2c1	-1%	-9%	24%	2%	10%	-5.4	-22	-4%
O=C(COC(=O)c1cccc(S(=O)(=O)N2CCOCC2)c1)Nc1ncc(Cl)cc1Cl	14%	-2%	-9%	0%	0%	0.0	-1	-1%
NC(=O)COC(=O)c1sc2cc(F)ccc2c1Cl	15%	5%	-3%	-1%	-6%	-0.8	-8	-6%
CCCNS(=O)(=O)c1ccc(OC)c(Cl)c1Cl	?	-7%	13%	12%	25%	0.6	/	2%
COC(=O)Cc1c(O)ccn(Cc2ccc3c(c2)OCO3)c1=O	3%	6%	-24%	-1%	-9%	-0.4	3	-15%
NC(=O)c1cc(S(=O)(=O)N2CCOCC2)cs1	-10%	0%	-26%	3%	/	0.3	-3	-2%
O=C(Nc1ccc(-c2nnc3n2CCCCC3)cc1)c1cc2ccccc2o1	-26%	-1%	20%	9%	-12%	-1.2	-21	-4%
O=C(Cc1ccc(F)cc1)N1CCN=C1SCc1cccc([N+](=O)[O-])c1	-7%	-24%	-23%	2%	-7%	-0.8	3	-1%
CCN(CC)C(=O)CSc1nc(C)cc(C)n1	-3%	8%	1%	1%	-3%	3.1	4	-5%
COc1ccc(CNC(NC(=O)c2ccccc2)(C(F)(F)F)C(F)(F)F)cc1	-1%	-2%	/	1%	-10%	-3.0	1	5%
O=S(=O)(Nc1ccc(-c2ccc(N3CCOCC3)nn2)cc1)c1cc(Cl)ccc1Cl	-7%	-17%	34%	8%	22%	-1.0	12	-4%
COc1ccc(CN(C)C(=O)c2ccc(NC(=O)CC3SC(N4CCCC4)=NC3=O)cc2)c(OC)c1OC (stereo not given)	23%	-3%	11%	-9%	1%	-7.3	1	-8%
COc1ccc(-c2nnc(SCC(=O)c3cccs3)o2)c(OC)c1	-18%	-12%	59%	7%	19%	-1.1	/	-13%
CCCn1c(=S)[nH]c2ccc(C(F)(F)F)cc21	-21%	0%	9%	3%	32%	-3.7	-25	11µM*
Cc1nn(Cc2ccccc2)c(Cl)c1C(=O)NCCc1ccccc1	-9%	7%	12%	-3%	4%	-0.5	8	-11%

Brought forward from above: seven compounds, followed by the next part.
SMILES	EPAC1 antag	WRN helicase inh	FUS yeast rescue	EPAC1 ag	Abeta rescue	IL-2 act	PI5P4K alpha inh	PLK1 PBD inh
CCN(CC)C(=O)CSc1nc(C)cc(C)n1	-3%	8%	1%	1%	-3%	3.1	4	-5%
COc1ccc(CNC(NC(=O)c2ccccc2)(C(F)(F)F)C(F)(F)F)cc1	-1%	-2%	/	1%	-10%	-3.0	1	5%
O=S(=O)(Nc1ccc(-c2ccc(N3CCOCC3)nn2)cc1)c1cc(Cl)ccc1Cl	-7%	-17%	34%	8%	22%	-1.0	12	-4%
COc1ccc(CN(C)C(=O)c2ccc(NC(=O)CC3SC(N4CCCC4)=NC3=O)cc2)c(OC)c1OC (stereo not given)	23%	-3%	11%	-9%	1%	-7.3	1	-8%
COc1ccc(-c2nnc(SCC(=O)c3cccs3)o2)c(OC)c1	-18%	-12%	59%	7%	19%	-1.1	/	-13%
CCCn1c(=S)[nH]c2ccc(C(F)(F)F)cc21	-21%	0%	9%	3%	32%	-3.7	-25	11µM*
Cc1nn(Cc2ccccc2)c(Cl)c1C(=O)NCCc1ccccc1	-9%	7%	12%	-3%	4%	-0.5	8	-11%
Cc1nn(-c2ccccc2)c(NC(=O)C(C)C)c(-c2ccccc2)c1=O	3%	-5%	11%	0%	5%	-1.3	0	3%
CCOc1cc(-c2sc(Nc3cc(C)ccc3OC)n[n+]2-c2ccccc2)ccc1OC	-16%	0%	34%	-9%	0%	0.5	?	-24%
Cc1noc(C)c1S(=O)(=O)N1CCN(c2ccc([N+](=O)[O-])cc2)CC1	?	2%	-12%	6%	/	-0.4	-2	-10%
CCN(CCNC(=O)C1CCN(S(=O)(=O)CC)CC1)c1ccccc1	7%	-5%	-8%	-3%	12%	-0.3	/	-4%
O=C(Nc1ccc(Cl)cc1)N1CCc2ccccc2C1	10%	1%	-18%	7%	3%	-4.3	5	0%
CC(=O)N1CCN(C(=O)c2ccc(Cl)c(NC(=O)c3cccs3)c2)CC1	-16%	-7%	9%	4%	-7%	0.3	-3	-8%
COc1cccc(N(CC(=O)NCCSCc2ccc(Cl)cc2)S(C)(=O)=O)c1	0%	-8%	11%	3%	3%	1.2	2	-10%
COc1ccc(C(=O)N2CCNC(=O)C2)cc1S(=O)(=O)Nc1ccc(Br)cc1	11%	-25%	/	7%	-20%	-1.2	-5	-12%
CN(C)S(=O)(=O)c1cccc(COC(=O)c2cc([N+](=O)[O-])ccc2N2CCOCC2)c1	-4%	-4%	27%	1%	11%	-3.9	-1	-5%
NC(=O)CSc1nc2ccccc2n1Cc1ccccc1	8%	5%	14%	5%	3%	0.2	-12	-20%
CC(C)Cc1nc(Nc2ccc(S(=O)(=O)N3CCCC3)cc2)c2nnn(Cc3ccccc3)c2n1	?	-7%	34%	6%	6%	-5.7	-2	-12%
COc1ccc(N2CCN(CCNC(=O)CCNS(=O)(=O)c3cccs3)CC2)cc1	0%	-7%	7%	4%	9%	-0.1	-1	1%
COC(=O)[C@H](Cc1ccccc1)NC(=O)/C=C/[C@H]1O[C@@H](n2ccc(=O)[nH]c2=O)[C@H](O)[C@@H]1O	-1%	1%	-15%	3%	2%	0.5	0	-1%
Cc1sc2nc(-c3ccccc3)oc(=O)c2c1C	1%	3%	1%	-1%	4%	0.0	16	-2%
O=C(Cc1ccccc1)NCC(=O)OCc1ccc([N+](=O)[O-])cc1	13%	-4%	-24%	7%	18%	2.8	-2	-11%
CN(C)CCCNC(=O)c1ccccc1Oc1ccccc1	11%	0%	-6%	5%	14%	5.6	7	1%
COc1ccc(C(=O)O/N=C(\N)Cc2ccc([N+](=O)[O-])cc2)c(OC)c1	0%	-7%	2%	4%	-27%	-5.3	-2	-1%
CCOC(=O)[C@@H]1[C@H]2COc3cc(OC)ccc3[C@H]2N2C(=O)N(c3ccc(F)cc3)C(=O)[C@@]12C	-12%	3%	26%	4%	8%	0.0	1	2%
Oc1ccc(C(=S)N2CCN(c3cccc(Cl)c3)CC2)cc1	-10%	-22%	-21%	12%	-2%	-4.9	-4	8.4µM*
Fc1ccc(C2N(c3ccccc3)C(=S)N3CCCN23)cc1 (stereo not given)	?	1%	-16%	8%	6%	-0.7	-3	-7%
CC(=O)c1c(C(C)=O)c(C)n(NC(=O)c2ccccc2O)c1C	3%	-4%	8%	10%	9%	-2.0	/	-1%
CC(C)(C)NC(=O)C(c1ccccc1)N(C(=O)CNC(=O)c1cccs1)c1cccnc1 (stereo not given)	-6%	7%	9%	7%	15%	0.4	2	-15%
C#CCOCCOCCOCCNc1nc(N2CCN(C(=O)Cn3cc(CC(C)O)nn3)CC2)nc(N2CCN(C(=O)[C@H]([C@@H](C)CC)n3cc(CCCN=C(N)N)nn3)CC2)n1 (stereo not given in full)	4%	7%	-18%	-14%	-1%	-0.2	-3	0%
Cc1cc(C(=O)N/N=C/c2cccnc2)c2ccccc2n1	-5%	6%	-26%	9%	-22%	-0.1	0	?

Taken from above:
Entry of O=C(Cc1ccccc1)NCC(=O)OCc1ccc([N+](=O)[O-])cc1 under EPAC1 ag: 7%
Entry of COc1ccc(C(=O)N2CCNC(=O)C2)cc1S(=O)(=O)Nc1ccc(Br)cc1 under PI5P4K alpha inh: -5
